Myeloid diff MLP = promotes myeloid progenitor differentiation; ER-HoxA9 myeloid progenitors, lysozyme-GFP differentiation, flow cytometry; calls only at 10 µM; hit rate 1% among 360,000; AID 624256;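 active = normalized GFP-positive differentiation at or above the plate's own cutoff, the solvent-only control mean plus 3 SD; inconclusive = no clear call, values can overlap the other calls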;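 also: cells exposed to compound for four days before flow analysis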
Large T inhibition = SV40 large T antigen inhibitors, biochemical (AID 1903); SV40 large T antigen ATPase/helicase inhibition assay; higher % means a stronger effect; one-dose inhibition, % at 20 µM; IC50 in µM for titrated hits; hit rate 0.39% among 310,000; in the data active = a potency from the dose series; inconclusive = inhibition mostly from about 32% at the one dose, without a potency; inactive = the rest, 99 in 100 with inhibition below about 32%; also: strong numbers were not always called active
RSV antiviral HEp-2 = inhibition of RSV-induced cytopathic effect – HEp-2 cells, primary 10 µM value included (AID 2391); hit rate 0.13% among 310,000; one-dose CPE inhibition, % at 10 µM; IC50 in µM for titrated hits; HEp-2 cells, RSV-induced CPE inhibition; higher % means a stronger effect; in the data active = a potency from the dose series; inconclusive = CPE inhibition mostly from about 23% at the one dose, without a potency; inactive = the rest, 99 in 100 with CPE inhibition below about 21%; also: strong numbers were not always called active
T cell HTS = T cell immune modulators affecting CD8 T cell-vesicle binding | 2C CD8+ T cell-vesicle binding, flow cytometry; hits give low values | calls only at 7 µM | hit rate 0.068% among 330,000 | AID 2052;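 active = response, share of CD8 T cells binding vesicles, and their 90th percentile fluorescence all below set limits, cut at about 80% in these data, passing the limit was not always enough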
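Benchmarks: naked versus QL9-loaded vesicles / Assay system: purified 2C TCR transgenic mouse naive CD8+ T cells / Technique: high-throughput flow cytometry with anti-B7-1 and anti-CD8 staining / Timing: Cell–vesicle co-incubation 1.5 h at 37 °C, staining 20 min on ice / Read-out: percent CD8+ FL2 mean versus row control / Probe or stimulus: QL9-loaded Drosophila micro-vesicles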
West Nile antiviral = inhibition of WNV-induced cytopathic effect – cell-based, CPE readout (AID 1621); West Nile virus-infected cells, CPE inhibition; higher % means a stronger effect; one-dose CPE inhibition, % at 10 µM; IC50 in µM for titrated hits; hit rate 0.02% among 290,000; in the data active = a potency from the dose series; inconclusive = CPE inhibition mostly from about 3.7% at the one dose, without a potency; inactive = the rest, 99 in 100 with CPE inhibition below about 2.2%; also: strong numbers were not always called active
bCat nuc transl = modulators of beta-catenin nuclear translocation; HeLa beta-catenin nuclear translocation, immunofluorescence imaging; nuclear translocation activity, % at 5 µM; hit rate 0.3% among 190,000;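 active = nuclear translocation activity above 50% at 5 µM, with a well cell count of 50 or more; inconclusive = wells under 50 cells across six images, flagged as toxic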;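 also: per-cell ratio of nuclear to cytoplasmic median beta-catenin stain intensity; plate controls were DMSO negative control for no effect and GSK-3 inhibitor IX positive control for full effect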
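test system = HeLa cells, endogenous beta-catenin | dosing = single 5 µM dose plus 0.02–20 µM confirmation series | times = compound treatment 24 h, 37°C, 5% CO2 | technique = beta-catenin immunofluorescence imaging with DAPI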
PhoP inhibition = inhibitors of PhoP regulon expression, primary screen, Salmonella Typhimurium, GFP reporter (AID 1863); S. Typhimurium PhoP-regulated promoter GFP reporter, 4 h; higher % means a stronger effect; inhibition, % at 50 µM, or IC50 in µM where a hit was titrated; hit rate 0.16% among 300,000;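 active = inhibition over 29.93%, a cutoff 3 SD above the screen mean, later confirmed by dose response; inconclusive = inhibition over 29.93% but no dose response follow-up; inactive = inhibition at most 29.93% or unconfirmed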;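 also: 0% = low Mg2+ inducing control and 100% = high Mg2+ repressing control; strong numbers were not always called active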
Rac1 GTP hydrolysis = MgcRacGAP GTPase-activating activity inhibitors, confirmation, biochemical, ADP Hunter fluorescence; hit rate 0.6% among 340,000; inhibition, % at 30 µM; hits with a dose series show IC50 in µM; MgcRacGAP-stimulated Rac1 GTP hydrolysis, ADP Hunter fluorescence; higher % means a stronger effect; GST-tagged Rac1 F28L mutant substrate;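 active = first-screen hits whose inhibition reached a set limit at any dose in the follow-up dose series; inconclusive = inhibition above the set first-screen limit but never retested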;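 also: fluorescence reports GDP produced by GAP-driven GTP hydrolysis; strong numbers were not always called active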
WT yeast gro inh = growth inhibition of WT yeast, mitochondrial fusion screen. mitochondrial fusion phenotypic screen, WT strain. inhibition, % at 10 µM. hit rate 2.1% among 190,000; in the data active = inhibition above about 58%; tested in S. cerevisiae
WT yeast gro inh mutant strain = recorded beside WT yeast gro inh, whose call it bears; inhibition, %; mitochondrial fusion phenotypic screen, mutant strain inhibition
bCat nuc transl cell count 5 µM = also measured in bCat nuc transl; calls as there; cell count; measured here: cell count, cytotoxicity flag
T cell HTS vesicle-bound % = recorded beside T cell HTS, whose call it bears; double positive events, %; measured here: CD8+ vesicle-bound cell fraction;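 binding gate set so that unloaded-vesicle control wells show 10% double positive cells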
Myeloid diff MLP GFP+ MAC1+ % = second read-out of Myeloid diff MLP, no call of its own (marks repeat the call); GFP+ MAC1+ double positive, %; measured here: differentiation confirmed by MAC1 staining
Active calls of the source: *; i = inactive; ? = inconclusive; . = not tested or not shown; + = active, no number; & = joins results of further samples; ! = repeats disagree.

nr	SMILES	Myeloid diff MLP	Myeloid diff MLP GFP+ MAC1+ %	Large T inhibition	RSV antiviral HEp-2	T cell HTS	T cell HTS vesicle-bound %	West Nile antiviral	bCat nuc transl	bCat nuc transl cell count 5 µM	PhoP inhibition	Rac1 GTP hydrolysis	WT yeast gro inh	WT yeast gro inh mutant strain
1	CC(=O)c1ccc(N2CCN(c3ccc(S(=O)(=O)N4CCN(C)CC4)cn3)CC2)cc1	i	0.4	-1%	-0.7%	i	29	-0.5%	-0.2	883	0%	13%	2	-15
2	Cc1cc(C)n(-c2ccc(S(=O)(=O)N3CCOCC3)cc2[N+](=O)[O-])n1	i	0.6	13%	-0.4%	i	44	0.3%	-0.4	1373	-9%	11%	.	.
3	COC(=O)[C@H](C)[C@@H]1C[C@@]1(C)[C@@H](NC(=O)OCc1ccccc1)c1ccccc1	i	2.1	2%	3.1%	i	4	-0.8%	-2.2	528	0%	4%	19	2
4	CCCCOc1c(C(=O)Nc2ccccc2)nnn1-c1ccccc1	i	0.6	7%	6.4%	i	28	-0.7%	0.9	1035	-3%	-44%	8	5
5	Cc1cccc(C)c1-n1c(C)cc(/C=N\Nc2ccc([N+](=O)[O-])cn2)c1C	i	0.9	.	5.8%	i	14	0.0%	-17	972	10%	10%	20	-19
6	Cc1cccc(NC(=O)c2sc(NC(=O)c3ccco3)c(C#N)c2C)c1C	i	1.5	0%	1.7%	i	27	1.1%	-0.6	1367	-4%	5%	14	6
7	O=C(/C=C/c1cccs1)c1ccc([N+](=O)[O-])cc1	i	0.2	2%	1.2%	i	29	-0.2%	1.6	1235	5%	7%	.	.
8	CCC(c1nnnn1CCc1ccccc1)N1CCN(C(=O)c2ccco2)CC1 (stereo unspecified)	i	1.7	4%	3.3%	i	30	0.2%	-7.8	1010	-7%	6%	-13	16
9	C=CCc1cccc(/C=N/NC(=O)c2ccc3nc[nH]c3c2)c1O	i	2.2	11%	8.4%	i	10	?	.	.	-2%	4%	.	.
10	COc1cc(C(=O)N2CCC(C(=O)Nc3cccc(C(C)=O)c3)CC2)cc(OC)c1OC	i	1.0	2%	2.5%	i	15	0.1%	0.2	1113	-5%	0%	25	11
11	Cc1ccccc1CC1(CO)CCCN(C(=O)CCC(F)(F)F)C1 (stereo unspecified)	i	0.5	3%	0.7%	i	58	0.7%	.	.	-4%	12%	.	.
12	C=CCn1cnc2scc(-c3ccc(C)c(C)c3)c2c1=O	i	0.4	.	3.3%	i	58	0.3%	0.0	1517	.	1%	2	-14
13	N#Cc1ccccc1COC(=O)c1ccc2c(c1)OCO2	i	1.0	.	1.3%	i	12	.	.	.	.	7%	.	.
14	CCc1ccc[n+](-c2nc([O-])sc2C=O)c1	i	0.8	16%	0.0%	i	20	0.3%	-1.8	1316	-4%	10%	.	.
15	CN1CCC(N(C)C(=O)COc2ccccc2-c2ccccc2)CC1	i	0.8	4%	-0.8%	i	29	1.0%	0.8	1191	3%	0%	-6	-5
16	CC(=O)c1sc2nc(CSc3nnnn3-c3ccccc3)[nH]c(=O)c2c1C	i	1.7	0%	1.7%	i	38	1.4%	1.3	1096	10%	3%	-18	1
17	CN1CCN(S(=O)(=O)c2ccc(N(C)Cc3cccc(F)c3)nc2)CC1	i	0.4	.	-0.9%	i	35	.	.	.	.	4%	.	.
18	CCNCc1ccccc1OCc1ccccc1	i	0.0	3%	-0.3%	i	63	0.0%	4.0	888	0%	11%	-4	4
19	COc1ccc(-n2cc(C#N)c(=O)n(Cc3ccc(F)cc3)c2=O)cc1	i	0.2	10%	0.6%	i	55	-1.4%	31	820	-1%	3%	-22	12
20	O=C(COc1ccc2c(c1)OCO2)Nc1nccs1	i	1.1	4%	6.0%	i	51	-0.1%	.	.	4%	9%	.	.
21	CCN(CC)CCNC(=O)c1ccc(NC(C)=O)cc1	+!	24*!	4%&2%	0.5%&-1.4%	i	20&18	1.1%&0.2%	-0.4&0.2	493&1166	1%&0%	5%&7%	-7	-19
22	Cc1cc(/C=N/NC(N)=O)c(C)n1C1CCCCC1	i	0.6	15%	8.6%	i	48	0.1%	1.3	1159	8%	-17%	-3	-1
23	Cc1sc2ncn(CC(=O)N3CCC(C(N)=O)CC3)c(=O)c2c1S(=O)(=O)N1CC(C)CC(C)C1 (stereo unspecified)	i	3.1	7%	1.0%	i	19	0.1%	.	.	8%	8%	.	.
24	CCOC(=O)C1CCN(C(=O)CCn2c(=O)[nH]c3ccccc3c2=O)CC1	i	0.3	17%	1.7%	i	8	0.3%	-2.6	885	-5%	3%	3	28
25	COc1ccc(NC(=O)c2cc(S(=O)(=O)N3CCOCC3)cs2)cc1	i	0.5	4%	3.3%	i	50	-0.8%	0.2	1527	7%	5%	-16	7

The list goes on, starting with the last 2 of the part before.
nr	SMILES	Myeloid diff MLP	Myeloid diff MLP GFP+ MAC1+ %	Large T inhibition	RSV antiviral HEp-2	T cell HTS	T cell HTS vesicle-bound %	West Nile antiviral	bCat nuc transl	bCat nuc transl cell count 5 µM	PhoP inhibition	Rac1 GTP hydrolysis	WT yeast gro inh	WT yeast gro inh mutant strain
24	CCOC(=O)C1CCN(C(=O)CCn2c(=O)[nH]c3ccccc3c2=O)CC1	i	0.3	17%	1.7%	i	8	0.3%	-2.6	885	-5%	3%	3	28
25	COc1ccc(NC(=O)c2cc(S(=O)(=O)N3CCOCC3)cs2)cc1	i	0.5	4%	3.3%	i	50	-0.8%	0.2	1527	7%	5%	-16	7
26	CCOc1ccccc1N1CCN(C(=O)c2ccncc2)CC1	.	.	13%	-1.1%	i	39	1.6%	.	.	-4%	4%	9	27
27	Cc1cc(C(F)(F)F)n(-c2nc(C(=O)NNS(=O)(=O)c3ccccc3)cs2)n1	i	1.6	-2%	2.6%	i	34	0.0%	1.2	1206	26%	4%	4	8
28	O=c1nc2n(c3ccc([N+](=O)[O-])cc13)CCCCC2	i	0.5	19%	0.6%	i	1	0.2%	1.4	1054	3%	-2%	7	17
29	CCC(C)NC(=O)N[C@@H](CCSC)C(=O)O (stereo partly specified)	i	7.9	2%	-0.3%	i	26	1.2%	-2.4	951	-17%	-3%	0	13
30	CN(C)c1ccc(C(C#N)c2ccc(Cl)cc2)nn1 (stereo unspecified)	i	0.0	4%	-0.6%	i	55	0.4%	-1.4	1064	-1%	3%	6	6
31	CC(=O)Nc1ccc(S(=O)(=O)N2C(C)CCCC2C)cc1 (stereo unspecified)	i	1.0	4%	1.4%	i	20	0.8%	.	.	11%	2%	.	.
32	C=CCNc1cc(C)oc(=O)c1C(=O)CCC	i	7.7	-1%	1.1%	i	25	-0.4%	.	.	0%	1%	10	18
33	COc1cc(CN2CCCCCC2)cc([N+](=O)[O-])c1O	i	0.2	3%	0.3%	i	62	-0.5%	.	.	8%	29%	.	.
34	Cc1ccc2cc3cc(C(=O)NCCCN4CCCCCC4)oc3nc2c1	i	1.6	0%	5.5%	i	26	.	-1.2	1030	-7%	1%	11	2
35	CCc1nc(Nc2ccccc2)c2oc3ccccc3c2n1	i	0.8	5%	20%	i	8	1.0%	-2.0	1365	-7%	8%	49	53
36	Cc1cc(C(=O)CN2C(=O)C(=O)N(Cc3ccco3)C2=O)c(C)n1CCc1ccccc1	i	0.9	.	3.5%	i	39	.	.	.	.	10%	.	.
37	CC(=O)Nc1cc(-c2nc3ccccc3o2)ccc1Cl	i	0.6	9%	6.2%	i	57	-0.8%	.	.	-1%	10%	.	.
38	COc1ccc(CNC(=O)Cn2nc(Cc3cccnc3)c3ccccc3c2=O)cc1	i	3.2	0%	1.1%	i	37	-0.5%	.	.	7%	6%	-5	-4
39	CCC1Nc2ncnc(N3CCN(c4ccccc4)CC3)c2N(Cc2ccc(OC)cc2)C1=O (stereo unspecified)	i	1.8	9%	1.1%	i	45	.	.	.	7%	4%	.	.
40	C/C=C/Cn1c(SCc2ccccc2)nc2c1c(=O)[nH]c(=O)n2C	i	2.3	8%	?	i	31	0.1%	0.2	1180	13%	9%	12	4
41	Fc1ccc(F)c(C2=NNC(=NCC3CCCO3)SC2)c1 (stereo unspecified)	i	0.3	5%	-1.2%	i	26	-0.5%	-2.8	1183	0%	20%	2	4

Three compounds out of the list above, sorted by the number in Large T inhibition, high to low.
cpd | SMILES | Large T inhibition
41 | Fc1ccc(F)c(C2=NNC(=NCC3CCCO3)SC2)c1 (stereo unspecified) | 5%
30 | CN(C)c1ccc(C(C#N)c2ccc(Cl)cc2)nn1 (stereo unspecified) | 4%
27 | Cc1cc(C(F)(F)F)n(-c2nc(C(=O)NNS(=O)(=O)c3ccccc3)cs2)n1 | -2%
